S1P4 antagonist: antagonists of human S1P4 receptor | O95977 | S1P4-expressing cells, antagonist mode, reporter read-out | inhibition, % at 4.98 µM | hit rate 0.26% among 220,000; in the data active = inhibition above about 29%;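 note: 0% = wells stimulated with agonist and 100% = vehicle wells without agonist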
EP2 mod: modulates human prostaglandin E2 receptor EP2 signaling | AID 940 | induction, % at 25 µM | hit rate 0.83% among 260,000 | EP2-expressing cells, cAMP HTRF FRET, PGE2 co-stimulation | P43116;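 active = compounds whose cAMP rise, as percent of the full-agonist control response, exceeds 60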;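 note: rat C6 glioma line stably carrying human EP2 under a CMV promoter; the protocol text gives 20 µM as final concentration; 100% = response of wells given 1 µM PGE2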
Calpain2 inh: calpain II (pig) inhibition; purified calpain II, fluorogenic peptide substrate, 30 min; inhibition, % at 16 µM; hit rate 0.37% among 220,000;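 active = inhibition above about 50%, limit read from the data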
TRPN1 ag: activates the zebrafish TRPN1 channel | HEK293 zebrafish TRPN1-YFP, Fluo-8 calcium fluorescence; 100% = response to 87 µM carbachol | activation, % at 3 µM | AID 1424 | hit rate 0.18% among 220,000;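 active = activation above its plate's cutoff, the mean activation of test wells on that plate plus 3 SD, cut at about 19% in these data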;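 note: 0% = DMSO alone and 100% = 87 µM carbachol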
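Material – zebrafish TRPN1-YFP in HEK293 cells · Doses – 3 µM single point · Schedule – dye 1 h 37 °C plus 30 min RT · Signal – Fluo-8 calcium fluorescence, excitation 470-495 nm, emission 515-575 nm · Read-out – % activation versus carbachol response · Control set – carbachol high, DMSO low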
S1P4 ag: activates the human S1P4 receptor; hit rate 0.35% among 220,000; O95977; S1P4-expressing cell line, agonist reporter assay; activation, % at 4.98 µM; in the data active = activation above about 11%;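 note: 0% = DMSO vehicle and 100% = reference agonist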
TRPML3 ag: activates the human TRPML3 channel; hit rate 0.29% among 220,000; HEK293 TRPML3-YFP, Fluo-8 calcium fluorescence; 100% = the carbachol control signal; Q8TDD5; activation, % at 3 µM;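 active = activation above its plate's cutoff, the mean activation of the plate's test wells plus 3 SD, cut at about 12% in these data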;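 note: 0% = DMSO only wells and 100% = carbachol wells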
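Test system: HEK293 cells stably carrying human TRPML3-YFP; Doses: single dose, 3 µM final nominal compound, 0.3% DMSO final; Schedule: dye loading 1 h 37 °C then 30 min ambient, 125 s read; Technique: Fluo-8 calcium fluorescence; Benchmarks: high control carbachol 87 µM, low control DMSO.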
PERK inh: human PERK inhibition, primary cell-based screen | AID 1416 | inhibition, % at 5.6 µM | hit rate 0.17% among 220,000 | CHO PERK-DD fusion, SEAP luminescence translation reporter;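 active = inhibition above the mean inhibition of all tested compounds plus 3 SD, set separately per screening campaign, cut at about 2.9% in these data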;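 note: PERK kinase domain activated by AP20187 dimerizer at 100 nM; 0% = DMSO with dimerizer and 100% = rapamycin at 8.4 µM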
Target sequence (Q9NZJ5 whole entry, looked up, the tested form may be a part): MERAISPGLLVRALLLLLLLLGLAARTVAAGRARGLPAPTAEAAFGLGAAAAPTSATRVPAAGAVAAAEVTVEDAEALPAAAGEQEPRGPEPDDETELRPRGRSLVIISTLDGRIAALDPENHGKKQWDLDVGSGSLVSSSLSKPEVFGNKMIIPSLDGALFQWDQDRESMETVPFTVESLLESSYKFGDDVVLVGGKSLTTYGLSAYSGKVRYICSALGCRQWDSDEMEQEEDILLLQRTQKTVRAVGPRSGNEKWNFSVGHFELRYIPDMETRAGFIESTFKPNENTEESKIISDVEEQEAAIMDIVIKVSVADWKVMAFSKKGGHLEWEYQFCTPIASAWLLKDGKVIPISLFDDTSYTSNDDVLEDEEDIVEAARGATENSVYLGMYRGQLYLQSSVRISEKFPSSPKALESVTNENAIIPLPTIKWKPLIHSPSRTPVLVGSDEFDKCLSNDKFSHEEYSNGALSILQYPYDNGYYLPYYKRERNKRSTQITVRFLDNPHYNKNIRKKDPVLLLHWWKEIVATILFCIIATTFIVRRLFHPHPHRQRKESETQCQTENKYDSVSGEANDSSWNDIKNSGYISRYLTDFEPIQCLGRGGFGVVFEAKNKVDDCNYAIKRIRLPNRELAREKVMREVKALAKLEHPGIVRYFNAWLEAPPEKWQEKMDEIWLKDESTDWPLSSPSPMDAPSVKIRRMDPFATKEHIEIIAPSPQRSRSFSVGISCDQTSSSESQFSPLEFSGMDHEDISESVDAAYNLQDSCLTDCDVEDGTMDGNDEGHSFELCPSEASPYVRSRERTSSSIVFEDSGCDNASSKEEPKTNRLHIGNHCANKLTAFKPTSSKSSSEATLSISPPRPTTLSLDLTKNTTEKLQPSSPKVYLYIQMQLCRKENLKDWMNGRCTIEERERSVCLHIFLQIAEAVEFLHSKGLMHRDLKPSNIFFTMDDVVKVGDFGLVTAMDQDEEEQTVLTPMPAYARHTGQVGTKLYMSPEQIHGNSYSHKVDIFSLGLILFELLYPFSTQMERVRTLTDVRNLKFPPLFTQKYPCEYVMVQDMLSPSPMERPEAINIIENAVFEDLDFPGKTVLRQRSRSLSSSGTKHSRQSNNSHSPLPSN
BaF3 parental: counter-screen for JAK2V617F inhibitors: parental Ba/F3 viability inhibitors | CellTiter-Glo ATP luminescence | inhibition, % at 5.6 µM | hit rate 1.1% among 220,000;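 active = inhibition above a per-campaign cutoff, the mean inhibition of all tested compounds plus 3 SD, cut at about 27% in these data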;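 note: 0% = DMSO wells and 100% = JAK Inhibitor I control wells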
Ba/F3 V617F tox: lowers viability of Ba/F3 cells expressing EpoR and JAK2V617F. hit rate 1.1% among 220,000. AID 1446. inhibition, % at 5.6 µM. ATP luminescence;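 active = inhibition above the campaign mean plus 3 SD over all tested compounds, cut at about 24% in these data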;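 note: cytokine-independent growth of Ba/F3 cells driven by EpoR plus mutant JAK2; 0% = DMSO-treated cells and 100% = JAK inhibitor I control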
* marks the source's active call; other numbers are inactive results; & = joins results of further samples.

For CC(C)(C)OC(=O)NC(CO)c1cn([C@@H](Cc2cc3ccccc3[nH]2)C(=O)N2CCN(C(=O)OC(C)(C)C)CC2)nn1 (some centres undefined) the results were S1P4 antagonist -7, EP2 mod -6, Calpain2 inh -39, TRPN1 ag 1.9, S1P4 ag 0.6, TRPML3 ag 0.8, PERK inh 1.7, BaF3 parental -1 and Ba/F3 V617F tox 1.
`O=C(CSc1nnnn1C1CC2CCC1C2)Nc1ccnc2ccccc12` (centres undefined) gave S1P4 antagonist -22, EP2 mod -30, Calpain2 inh 32, TRPN1 ag 13, S1P4 ag 0.1, TRPML3 ag 4.6, PERK inh -1.8, BaF3 parental 63* and Ba/F3 V617F tox 68*.
Cc1cccc(-n2ncc3c(NCc4ccco4)ncnc32)c1 was read as S1P4 antagonist -13, EP2 mod 1, Calpain2 inh 32, TRPN1 ag -0.6, S1P4 ag 0.1, TRPML3 ag 1.9, PERK inh 0.2, BaF3 parental 4 and Ba/F3 V617F tox -1.
For CCCC(=O)NC(=S)Nc1ccc(Cl)cn1 the results were S1P4 antagonist -3, EP2 mod 24, Calpain2 inh 17, TRPN1 ag 0.5, S1P4 ag 0.6, TRPML3 ag -0.1, PERK inh 0.7, BaF3 parental 1 and Ba/F3 V617F tox -2.
O=c1[nH]cnc2nn(-c3ccccc3)nc12 was read as S1P4 antagonist -11, EP2 mod 36, Calpain2 inh -51, TRPN1 ag -0.6, S1P4 ag -0.3, TRPML3 ag 0.9, PERK inh 0.5, BaF3 parental 9 and Ba/F3 V617F tox 1.
For COc1cccc(C(CC(=O)NCc2ccco2)NS(=O)(=O)c2ccc(C)cc2)c1OC (centres undefined) the results were S1P4 antagonist -16, EP2 mod 21, Calpain2 inh 25, TRPN1 ag 0.0, S1P4 ag -1.9, TRPML3 ag -0.2, PERK inh -0.9, BaF3 parental 10 and Ba/F3 V617F tox 1.
For Cc1ccc2c(=O)cc(C(F)F)oc2c1 the results were S1P4 antagonist -14, EP2 mod 22, Calpain2 inh -35, TRPN1 ag 0.2, S1P4 ag 0.6, TRPML3 ag 0.5, PERK inh -0.5, BaF3 parental 3 and Ba/F3 V617F tox 4.
Screening CCCCN=CC1=C(O)C(C(=O)OC)C(C)(C)CC1=O (centres undefined) returned S1P4 antagonist 5, EP2 mod 24, Calpain2 inh -19, TRPN1 ag 0.1, S1P4 ag 3.4, TRPML3 ag -0.6, PERK inh 0.0, BaF3 parental -2 and Ba/F3 V617F tox -3.
`CCN(Cc1ccccc1)C(=O)CCc1nc(-c2ccc(C)cc2)no1` gave S1P4 antagonist -8, EP2 mod 38, Calpain2 inh 14, TRPN1 ag -0.8, S1P4 ag -2.1, TRPML3 ag 0.8, PERK inh 0.3, BaF3 parental 3 and Ba/F3 V617F tox -3.
Screening CCOC(=S)SCC(=O)N1CCc2cc(OC)ccc2C1C1C(=O)CCCC1=O (centres undefined) returned S1P4 antagonist -11, EP2 mod 4, Calpain2 inh -5, TRPN1 ag 1.0, S1P4 ag -1.4, TRPML3 ag 1.3, PERK inh 0.7, BaF3 parental 2 and Ba/F3 V617F tox -2.
CC(C)CNC(=O)c1ccccc1Oc1ccccc1 was read as S1P4 antagonist -20, EP2 mod 36, Calpain2 inh -9, TRPN1 ag -1.6, S1P4 ag -2.4, TRPML3 ag -1.3, PERK inh 0.5, BaF3 parental 3 and Ba/F3 V617F tox -4.
For Cn1c(NC(=O)/C=C/c2c(F)cccc2Cl)cc(=O)n(C)c1=O the results were S1P4 antagonist -5, EP2 mod -1, Calpain2 inh -35, TRPN1 ag -0.5, S1P4 ag -1.2, TRPML3 ag 0.8, PERK inh 2.0, BaF3 parental 2 and Ba/F3 V617F tox 2.

Reprinted from the part before: 3 compounds, followed by the next part.
Screening CCOC(=S)SCC(=O)N1CCc2cc(OC)ccc2C1C1C(=O)CCCC1=O (centres undefined) returned S1P4 antagonist -11, EP2 mod 4, Calpain2 inh -5, TRPN1 ag 1.0, S1P4 ag -1.4, TRPML3 ag 1.3, PERK inh 0.7, BaF3 parental 2 and Ba/F3 V617F tox -2.
CC(C)CNC(=O)c1ccccc1Oc1ccccc1 was read as S1P4 antagonist -20, EP2 mod 36, Calpain2 inh -9, TRPN1 ag -1.6, S1P4 ag -2.4, TRPML3 ag -1.3, PERK inh 0.5, BaF3 parental 3 and Ba/F3 V617F tox -4.
For Cn1c(NC(=O)/C=C/c2c(F)cccc2Cl)cc(=O)n(C)c1=O the results were S1P4 antagonist -5, EP2 mod -1, Calpain2 inh -35, TRPN1 ag -0.5, S1P4 ag -1.2, TRPML3 ag 0.8, PERK inh 2.0, BaF3 parental 2 and Ba/F3 V617F tox 2.
Screening COCCNC(=O)C(C)OC(=O)c1cc2occc2n1C (centres undefined) returned S1P4 antagonist 0, EP2 mod 12, Calpain2 inh 11, TRPN1 ag 0.5, S1P4 ag -1.6, TRPML3 ag 0.4, PERK inh -0.4, BaF3 parental -1 and Ba/F3 V617F tox 5.
For COc1ccc(NC(=S)N(CCc2c(C)[nH]c3ccc(C)cc23)Cc2ccco2)cc1 the results were S1P4 antagonist 5, EP2 mod 1, Calpain2 inh -14, TRPN1 ag 0.1, S1P4 ag 0.8, TRPML3 ag -0.2, PERK inh -1.3, BaF3 parental 2 and Ba/F3 V617F tox -5.
`O=C(NC1CCCCCCC1)C1=COCCO1` gave S1P4 antagonist -28, EP2 mod 0, Calpain2 inh 12, TRPN1 ag 1.2, S1P4 ag 1.2, TRPML3 ag 0.4, PERK inh 0.1, BaF3 parental 2 and Ba/F3 V617F tox -3.
O=C(Cn1c(=O)c(=O)n(Cc2ccccc2)c2ccc(Cl)cc21)Nc1ccc(F)cc1F was read as S1P4 antagonist -16, EP2 mod 18, Calpain2 inh -145, TRPN1 ag 0.8, S1P4 ag 0.8, TRPML3 ag 0.9, PERK inh 0.4, BaF3 parental 3 and Ba/F3 V617F tox 0.
COc1cccc(C2CC(=O)Nc3c2c(=O)[nH]c2ncnn32)c1 (centres undefined) was read as S1P4 antagonist -1, EP2 mod 20, Calpain2 inh -9, TRPN1 ag 0.6, S1P4 ag 2.0, TRPML3 ag 0.7, PERK inh 1.0, BaF3 parental 3 and Ba/F3 V617F tox -2.
Screening CC1(c2ccc(Cl)cc2)NC(=S)N2C1NC(=S)N2c1ccccc1 (centres undefined) returned S1P4 antagonist -12, EP2 mod 13, Calpain2 inh -12, TRPN1 ag 3.5, S1P4 ag 0.4, TRPML3 ag -0.3, PERK inh 1.2, BaF3 parental -2 and Ba/F3 V617F tox -3.
`O=C(CN1C(=O)C2C3C=CC(C3)C2C1=O)NCCc1ccccc1` (centres undefined) gave S1P4 antagonist -5, EP2 mod 18, Calpain2 inh -1, TRPN1 ag 1.1, S1P4 ag 2.0, TRPML3 ag -0.3, PERK inh 1.4, BaF3 parental 1 and Ba/F3 V617F tox -2.
Cc1ccc(/C=N/Nc2ccnc3cc(Cl)ccc23)c(C)c1 was read as S1P4 antagonist -10, EP2 mod -18, Calpain2 inh -29, TRPN1 ag -0.1, S1P4 ag 4.2, TRPML3 ag 0.4, PERK inh 0.4, BaF3 parental 6 and Ba/F3 V617F tox 1.
CC(C)C(=O)Nc1cccc2nsnc12 was read as S1P4 antagonist -31, EP2 mod 7&-8, Calpain2 inh -51, TRPN1 ag 0.8, S1P4 ag 2.1, TRPML3 ag 0.4, PERK inh -0.6, BaF3 parental 1 and Ba/F3 V617F tox 1.
C=CCSc1nccc(-c2cc(Cl)sc2Cl)n1 was read as S1P4 antagonist 8, EP2 mod 67*, Calpain2 inh 4, TRPN1 ag -0.9, S1P4 ag -1.2, TRPML3 ag 0.7, PERK inh 0.0, BaF3 parental 8 and Ba/F3 V617F tox -2.
For CCOc1cc(CNC2CCCC2)cc(Cl)c1OCc1ccccc1 the results were S1P4 antagonist 6, EP2 mod -36, Calpain2 inh -6, TRPN1 ag -1.2, S1P4 ag -0.2, TRPML3 ag 0.2, PERK inh -1.3, BaF3 parental 5 and Ba/F3 V617F tox 3.
For CCn1nc(C(=O)Nc2ccc(C)c(C)c2)c(Cl)c1Cl the results were S1P4 antagonist -2, EP2 mod 6, Calpain2 inh -15, TRPN1 ag -1.2, S1P4 ag -1.4, TRPML3 ag 0.1, PERK inh 1.4, BaF3 parental -3 and Ba/F3 V617F tox -2.
Cc1ccc(C(=O)n2nnc3ccccc32)cc1[N+](=O)[O-] was read as S1P4 antagonist -16, EP2 mod -6, Calpain2 inh -13, TRPN1 ag 0.6, S1P4 ag 0.9, TRPML3 ag 0.6, PERK inh 0.9, BaF3 parental 3 and Ba/F3 V617F tox -2.
`CC(=O)N1c2ccc(Cl)cc2C2OCCC2C1c1ccco1` (centres undefined) gave S1P4 antagonist -3, EP2 mod 31, Calpain2 inh -19, TRPN1 ag -1.4, S1P4 ag -0.6, TRPML3 ag 0.4, PERK inh -0.9, BaF3 parental -3 and Ba/F3 V617F tox -7.
Screening CCn1c(=O)cc(OCC(=O)NC2CCCCC2)c2ccccc21 returned S1P4 antagonist -13, EP2 mod 6, Calpain2 inh 22, TRPN1 ag 0.6, S1P4 ag 2.1, TRPML3 ag -0.1, PERK inh -1.8, BaF3 parental 3 and Ba/F3 V617F tox -2.
COC(=O)C(Cc1ccccc1)NC(=O)C12CC3CC(CC(C3)C1)C2 (centres undefined) was read as S1P4 antagonist 3, EP2 mod 40, Calpain2 inh -5, TRPN1 ag -0.6, S1P4 ag 2.4, TRPML3 ag 0.1, PERK inh 0.7, BaF3 parental 9 and Ba/F3 V617F tox 1.
Screening N#Cc1c(SCc2ccccc2)nc(N2CCOCC2)c2c1CCCC2 returned S1P4 antagonist -8, EP2 mod 45, Calpain2 inh 33, TRPN1 ag 2.1, S1P4 ag -1.3, TRPML3 ag -0.1, PERK inh -1.8, BaF3 parental 2 and Ba/F3 V617F tox -4.
O=c1ccn(Cc2ccccc2)c(=O)n1Cc1ccccc1 was read as S1P4 antagonist -6, EP2 mod 23, Calpain2 inh 10, TRPN1 ag -0.7, S1P4 ag -0.4, TRPML3 ag -0.3, PERK inh 0.0, BaF3 parental 1 and Ba/F3 V617F tox -1.
`CN(C)c1ccc(C(C#N)c2ccccc2)nn1` (centres undefined) gave S1P4 antagonist -7, EP2 mod 17, Calpain2 inh 2, TRPN1 ag 0.5, S1P4 ag -0.3, TRPML3 ag 0.9, PERK inh -0.2, BaF3 parental 7 and Ba/F3 V617F tox 0.
Screening CCOC(=O)CCn1cc(F)c(=O)[nH]c1=O returned S1P4 antagonist -3, EP2 mod 23, Calpain2 inh -31, TRPN1 ag 0.4, S1P4 ag -0.4, TRPML3 ag 0.7, PERK inh 0.5, BaF3 parental 3 and Ba/F3 V617F tox 0.
Screening CC(C(=O)NCCN1CCOCC1)c1ccc([N+](=O)[O-])cc1 (centres undefined) returned S1P4 antagonist -13, EP2 mod 13, Calpain2 inh -6, TRPN1 ag 1.0, S1P4 ag 0.7, TRPML3 ag 1.0, PERK inh 1.1, BaF3 parental 3 and Ba/F3 V617F tox -2.
For O=C(c1ccco1)N(Cc1cccs1)C1CCS(=O)(=O)C1 (centres undefined) the results were S1P4 antagonist -14, EP2 mod 3, Calpain2 inh -4, TRPN1 ag 1.8, S1P4 ag 0.1, TRPML3 ag 0.9, PERK inh 0.4, BaF3 parental -1 and Ba/F3 V617F tox -1.

Assay outcomes deposited in PubChem BioAssay by several laboratories.
